DTT redox prof: compounds producing H2O2 with reducing agent – biochemical, NIH compound library profiling, artefact control for MLSCN library redox annotation, primary screen; activation, % at 10 µM; hit rate 0.03% among 200,000; DTT-dependent redox cycling H2O2, phenol red/HRP absorbance; 100% = 100 µM peroxide control, 0% = buffer;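 active means activation of at least 50% relative to the plate's high and low controls in the primary single-dose screen; inactive means activation below 50%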;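 further: compound incubated with DTT at 0.8 mM final as the reducing agent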
PMI act satM6P: activators of human phosphomannose isomerase at near-saturating mannose 6-phosphate; P34949; coupled PMI enzyme assay, resazurin fluorescence, 20 min; active compounds read high; 1 = untreated enzyme, 0 = substrate-free blank; activation factor at 20 µM; hit rate 0.34% among 190,000; AID 1216;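 active means activation factor of 2 or more at 20 µM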
Target sequence (P34949 whole entry, looked up): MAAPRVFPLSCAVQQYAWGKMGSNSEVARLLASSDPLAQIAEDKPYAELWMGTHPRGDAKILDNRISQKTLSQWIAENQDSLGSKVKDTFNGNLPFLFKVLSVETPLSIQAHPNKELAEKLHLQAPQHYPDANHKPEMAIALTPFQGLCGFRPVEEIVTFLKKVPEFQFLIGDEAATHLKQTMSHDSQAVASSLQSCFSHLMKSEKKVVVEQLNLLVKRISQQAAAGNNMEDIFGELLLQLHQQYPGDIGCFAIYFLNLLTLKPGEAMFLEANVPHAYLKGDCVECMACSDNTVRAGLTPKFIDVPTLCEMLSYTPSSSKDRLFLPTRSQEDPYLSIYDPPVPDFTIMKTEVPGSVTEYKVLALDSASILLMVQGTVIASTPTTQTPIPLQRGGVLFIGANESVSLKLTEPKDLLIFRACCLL
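Technique: Diaphorase-driven resazurin-to-resorufin fluorescence, excitation 544, emission 590 nm | Assay system: Human PMI in coupled enzyme assay | Times: Enzyme reaction with compound 20 min at room temperature | Medium: HEPES-buffered pH 7.4 with magnesium and detergent | Reagent: Mannose-6-phosphate 1.0 mM (near-saturating) plus 0.22 mM NADP+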
TLR4-MyD88 BLA: blocks binding of human TLR4 to MyD88 | HeLa CL3-4 TLR4/MyD88 BLA complementation, FRET ratio | inhibition, % at 8.4 µM | hit rate 0.18% among 200,000; in the data active means inhibition above about 25%;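 further: 0% = vehicle and 100% = reference inhibitor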
Diaph inh CS: diaphorase inhibition or chemical oxidation counter-screen; inhibition, % at 20 µM; diaphorase resazurin-to-resorufin fluorescence, NADH, 16 min; bacterial (C. kluyveri) enzyme, not human; hit rate 0.69% among 190,000;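 active means primary screen inhibition at 20 µM above a set limit, cut at about 50% in these data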;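 further: plate controls were DMSO with full reaction for no effect and wells lacking NADH for full effect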
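Assay system: diaphorase enzyme from Clostridium kluyveri. Quantity: enzyme working solution with 0.14 U/mL diaphorase. Schedule: reaction incubation of 16 min at room temperature. Technique: resorufin fluorescence, excitation 544 nm, emission 590 nm. Controls: No-NADH positive control and DMSO neutral control.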
PMI activator: increases human mannose-6-phosphate isomerase activity; hit rate 0.005% among 190,000; AID 1214; purified human PMI, coupled resazurin fluorescence, 20 min; active compounds read high; 1 = vehicle control, 0 substrate-free wells; activation factor at 20 µM;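 active means activation factor of 2 or more at 20 µM, relative to plate controls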
RAM network inh: blocks the yeast RAM network; S. cerevisiae dse1pr::URA3 reporter, 5-FOA growth OD615, 2 d; analog-sensitive cbk1-as2 kinase mutant strain; inhibition, % at 50 µM; hit rate 1.8% among 190,000;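 active means inhibition above a set limit, 3 SD over mean compound inhibition, cut at about 8.4% in these data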;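 further: 0% = DMSO-only wells with no growth and 100% = 10 µM 1-NA-PP1 full growth; inhibition rescues growth on 5-FOA so higher OD means more RAM inhibition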
Diaphorase act: activates diaphorase or chemically reduces, flagging diaphorase assay artifacts; Diaphorase/resazurin coupled assay, resorufin fluorescence, 16 min; active compounds read high; 1 = vehicle wells, 0 = NADH-free wells; hit rate 0.005% among 190,000; activation factor at 20 µM;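 active means diaphorase activity raised at least twofold by the compound at 20 µM; inactive means activation factor below 2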
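Material: Clostridium kluyveri diaphorase, purified enzyme; Quantity: enzyme 0.07 U/mL final; Medium: HEPES pH 7.4 buffer with MgCl2 and Tween 20; Dosing: single compound dose of 20 µM, 1% DMSO final; Schedule: 16 min reaction at room temperature; Measured by: red resorufin fluorescence at 544/590 nm excitation/emission.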
L major viab: Leishmania major promastigote growth inhibition. Leishmania major promastigotes, resazurin fluorescence viability. inhibition, % at 10 µM. hit rate 9% among 200,000. AID 1063;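 further: promastigotes grown with compound for 44 hours at 28 °C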
S1P3 antagonist: S1P3 (human) receptor antagonism; Q99500; CHO S1P3 NFAT-BLA reporter, FRET fluorescence, antagonist mode; hit rate 0.27% among 170,000; inhibition, % at 4.98 µM;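 active means inhibition above the plate cutoff, the mean inhibition of test wells on that plate plus 3 SD, cut at about 28% in these data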;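 further: cells challenged with S1P at its EC80 of 0.8 µM; blue over green emission ratio from cleaved BLA substrate after 4 h stimulation; 0% = S1P-stimulated wells and 100% = unstimulated DMSO-only wells; some compounds past the cut are filed as inactive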
Target sequence (Q99500 whole entry, looked up): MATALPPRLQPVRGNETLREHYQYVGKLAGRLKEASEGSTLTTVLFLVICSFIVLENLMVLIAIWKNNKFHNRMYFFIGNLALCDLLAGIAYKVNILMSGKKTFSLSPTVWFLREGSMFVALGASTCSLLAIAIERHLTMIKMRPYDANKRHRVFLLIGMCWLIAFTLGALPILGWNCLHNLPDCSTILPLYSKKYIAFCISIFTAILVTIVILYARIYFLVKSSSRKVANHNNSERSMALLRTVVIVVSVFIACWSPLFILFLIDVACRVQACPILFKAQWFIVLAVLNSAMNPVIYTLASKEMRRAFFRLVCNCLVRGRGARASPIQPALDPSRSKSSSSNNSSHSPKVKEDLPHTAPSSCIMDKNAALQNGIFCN
G6PDH counter: inhibits Leuconostoc G6PDH, flagging false hits in G6PDH-based assays; Purified L. mesenteroides G6PDH, diaphorase/resazurin coupled fluorescence, 45 min; inhibition, % at 5 µM; hit rate 0.12% among 200,000; AID 1020
Hsp70 act: switches on Hsp70 transcription; HeLa Hsp70 promoter luciferase reporter, luminescence; scaled: vehicle 0, proteasome-inhibitor control 100%; activation, % at 10 µM; hit rate 0.04% among 200,000; AID 1203;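 active means activation above the mean across all tested compounds plus 3 SD, cutoff set per campaign, cut at about 5.5% in these data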;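 further: 100% = MG132 at 30 µM as the positive control and 0% = DMSO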
The depositor's hits bear a star. Unless noted, no stated cut-off is given here; in the data, active means inhibition above about 50%; inactive means the rest.

CCCCS(=O)(=O)Nc1ccc(Cc2ccncc2)cc1 was read as DTT redox prof 1.3, PMI act satM6P 0.9, TLR4-MyD88 BLA 6, Diaph inh CS 15, PMI activator 0.9, RAM network inh 0.0, Diaphorase act 0.8, L major viab -4, S1P3 antagonist 22, G6PDH counter 23 and Hsp70 act 0.2.
FC(F)(F)c1cccc(N2CCC(N=CN3CCCCCC3)=N2)c1 was read as DTT redox prof -0.7, PMI act satM6P 0.9, TLR4-MyD88 BLA -6, Diaph inh CS 15, PMI activator 0.9, RAM network inh 0.3, Diaphorase act 0.8, L major viab 0, S1P3 antagonist -3, G6PDH counter 6 and Hsp70 act 0.1.
`COc1cccc(CNCc2cccc(Br)c2)c1OC` gave DTT redox prof 0.7, PMI act satM6P 1.1, TLR4-MyD88 BLA 1, Diaph inh CS 6, PMI activator 1.1, RAM network inh 2.5, Diaphorase act 0.9, L major viab 8, S1P3 antagonist -8, G6PDH counter 6 and Hsp70 act -0.3.
CCOC(=O)c1cnc2ccc(C)cc2c1Sc1ccc(F)cc1 was read as DTT redox prof -3.4, PMI act satM6P 1, TLR4-MyD88 BLA 7, Diaph inh CS 4, PMI activator 1, RAM network inh -1.5, Diaphorase act 1, L major viab 70*, G6PDH counter 6 and Hsp70 act -0.1.
For Cn1c(CNC(=O)c2ccc(Cl)cc2)nnc1SCC(=O)Nc1sc2c(c1C#N)CCCC2 the results were DTT redox prof 0.5, PMI act satM6P 1, TLR4-MyD88 BLA 3, Diaph inh CS 10, PMI activator 1, RAM network inh 4.6, Diaphorase act 0.9, L major viab -5, G6PDH counter 5 and Hsp70 act -0.6.
NC(CO)C(=O)NNCc1ccc(O)c(O)c1O (stereo unspecified) was read as DTT redox prof 0.8, PMI act satM6P 0.4, TLR4-MyD88 BLA -1, Diaph inh CS 74*, PMI activator 0.2, RAM network inh 4.1, Diaphorase act 0.3, L major viab -9, S1P3 antagonist 10, G6PDH counter 31 and Hsp70 act -0.3.
For O=C(NCc1ccccn1)c1cn(Cc2ccccc2)nn1 the results were DTT redox prof 0.1, PMI act satM6P 1, TLR4-MyD88 BLA -6, Diaph inh CS 9, PMI activator 1, RAM network inh 2.1, Diaphorase act 0.9, L major viab 4, S1P3 antagonist 10, G6PDH counter 6 and Hsp70 act 0.0.
Screening COC(=O)CN1C(c2ccc(Cl)cc2)=Nc2ccc(Cl)cc2C1c1ccccc1 (stereo unspecified) returned DTT redox prof -0.1, PMI act satM6P 1, TLR4-MyD88 BLA 3, Diaph inh CS 12, PMI activator 0.9, RAM network inh 0.2, Diaphorase act 0.9, L major viab 65*, S1P3 antagonist 14, G6PDH counter -11 and Hsp70 act -0.4.
For C=C(C)c1ccc(C(C)(C)NC(=O)N2CCN(C)CC2)cc1 the results were DTT redox prof 1.1, PMI act satM6P 1, TLR4-MyD88 BLA -26, Diaph inh CS -4, PMI activator 1, RAM network inh 1.1, Diaphorase act 1, L major viab -3, S1P3 antagonist 6, G6PDH counter 0 and Hsp70 act 0.0.
For CCCc1cc(=O)[nH]c(SCC(=O)c2ccc(S(=O)(=O)N3CCCC3)cc2)n1 the results were DTT redox prof -0.2, PMI act satM6P 1.1, TLR4-MyD88 BLA 15, Diaph inh CS 23, PMI activator 1.2, RAM network inh -0.2, Diaphorase act 0.8, L major viab 20, S1P3 antagonist -35, G6PDH counter 3 and Hsp70 act 0.0.

2 records picked at random from those above, as already listed:
NC(CO)C(=O)NNCc1ccc(O)c(O)c1O (stereo unspecified) was read as DTT redox prof 0.8, PMI act satM6P 0.4, TLR4-MyD88 BLA -1, Diaph inh CS 74*, PMI activator 0.2, RAM network inh 4.1, Diaphorase act 0.3, L major viab -9, S1P3 antagonist 10, G6PDH counter 31 and Hsp70 act -0.3.
Screening COC(=O)CN1C(c2ccc(Cl)cc2)=Nc2ccc(Cl)cc2C1c1ccccc1 (stereo unspecified) returned DTT redox prof -0.1, PMI act satM6P 1, TLR4-MyD88 BLA 3, Diaph inh CS 12, PMI activator 0.9, RAM network inh 0.2, Diaphorase act 0.9, L major viab 65*, S1P3 antagonist 14, G6PDH counter -11 and Hsp70 act -0.4.

Going on with the list:
`CCOC(=O)C(=O)N1CCN(CC)CC1` gave DTT redox prof 0.2, PMI act satM6P 1, TLR4-MyD88 BLA 0, Diaph inh CS 12, PMI activator 0.9, RAM network inh 2.7, Diaphorase act 0.9, L major viab -8, S1P3 antagonist -3, G6PDH counter 6 and Hsp70 act -0.2.
Screening O=C(O)CCCCC1SCC2NC(=O)NC21 (stereo unspecified) returned DTT redox prof 0.8, PMI act satM6P 1, TLR4-MyD88 BLA -3, Diaph inh CS -1, PMI activator 1, RAM network inh 0.3, Diaphorase act 1, L major viab -6, S1P3 antagonist -13, G6PDH counter 7 and Hsp70 act -0.3.
`CC(C)(C)NC(=O)C(c1ccncc1)N(C(=O)Cn1nnc(-c2ccc(F)cc2)n1)c1ccccc1` (stereo unspecified) gave DTT redox prof 0.1, PMI act satM6P 0.9, TLR4-MyD88 BLA 3, Diaph inh CS 8, PMI activator 0.9, RAM network inh 5.5, Diaphorase act 0.9, L major viab -5, S1P3 antagonist -4, G6PDH counter 20 and Hsp70 act -0.1.
Cc1ccc(Sc2ccc(C(=O)N(C)C)cc2[N+](=O)[O-])cc1 was read as DTT redox prof 0.0, PMI act satM6P 0.8, TLR4-MyD88 BLA -2, Diaph inh CS 19, PMI activator 0.9, RAM network inh 0.0, Diaphorase act 0.8, L major viab -6, S1P3 antagonist 9, G6PDH counter 13 and Hsp70 act -0.3.
Screening O=C(CSc1ncc(C(=O)O)n1-c1ccc(F)cc1)NCc1ccc2c(c1)OCO2 returned DTT redox prof 0.3, PMI act satM6P 1.1, TLR4-MyD88 BLA 6, Diaph inh CS -19, PMI activator 1.1, RAM network inh 0.6, Diaphorase act 1.2, L major viab -7, S1P3 antagonist -14, G6PDH counter 2 and Hsp70 act -0.2.
For Cc1ccc2cc3c(NC(=O)c4cccnc4)nn(C)c3nc2c1 the results were DTT redox prof -1.4, PMI act satM6P 1, TLR4-MyD88 BLA 6, Diaph inh CS 1, PMI activator 0.9, RAM network inh 6.7, Diaphorase act 1, L major viab 28, S1P3 antagonist -18, G6PDH counter 5 and Hsp70 act -0.2.
`CSc1ccccc1NC(=O)COC(=O)c1ccc(O)cc1` gave DTT redox prof -0.3, PMI act satM6P 1, TLR4-MyD88 BLA -12, Diaph inh CS 10, PMI activator 1, RAM network inh 0.9, Diaphorase act 0.9, L major viab -7, S1P3 antagonist 3, G6PDH counter -2 and Hsp70 act -0.2.
Screening CNC(=S)N/N=C/c1cn(Cc2ccc(C)cc2)c2ccccc12 returned DTT redox prof -0.6, PMI act satM6P 1, TLR4-MyD88 BLA -2, Diaph inh CS 12, PMI activator 0.9, RAM network inh 1.2, Diaphorase act 0.9, L major viab 63*, S1P3 antagonist -9, G6PDH counter 7 and Hsp70 act -0.2.
Screening Cn1cc(C=O)c2cc(F)ccc21 returned DTT redox prof -1.0, PMI act satM6P 0.9, TLR4-MyD88 BLA 1, Diaph inh CS 8, PMI activator 1, RAM network inh 0.2, Diaphorase act 0.9, L major viab 5, S1P3 antagonist -23, G6PDH counter 7 and Hsp70 act -0.1.
`Cc1ccc(-c2ccc(CCC(=O)O)o2)cc1` gave DTT redox prof 1.5, PMI act satM6P 0.9, TLR4-MyD88 BLA -6, Diaph inh CS 15, PMI activator 0.9, RAM network inh -0.1, Diaphorase act 0.9, L major viab -4, G6PDH counter 2 and Hsp70 act -0.3.
CN(Cc1cccnc1)C(=O)CC1C(=O)NCCN1CC(c1ccccc1)c1ccccc1 (stereo unspecified) was read as DTT redox prof -0.8, TLR4-MyD88 BLA 0, RAM network inh 0.4, L major viab -7, S1P3 antagonist -19, G6PDH counter 17 and Hsp70 act -0.3.
`Fc1ccc(-c2csc(NC3=NCCC3)n2)cc1` gave DTT redox prof 0.2, PMI act satM6P 1, TLR4-MyD88 BLA 6, Diaph inh CS 14, PMI activator 1, RAM network inh -0.2, Diaphorase act 0.9, L major viab 8, S1P3 antagonist -4, G6PDH counter 4 and Hsp70 act 0.6.
`O=C(c1cccs1)N(CCO)Cc1cc2cc3c(cc2[nH]c1=O)OCCO3` gave DTT redox prof 0.6, PMI act satM6P 1, TLR4-MyD88 BLA 8, Diaph inh CS 4, PMI activator 1.1, RAM network inh 2.6, Diaphorase act 1, L major viab 7, S1P3 antagonist -18, G6PDH counter 11 and Hsp70 act -0.3.
CCc1ccc(NC(=O)N(Cc2cccnc2)Cc2ccco2)cc1 was read as DTT redox prof -18, PMI act satM6P 0.9, TLR4-MyD88 BLA 4, Diaph inh CS 13, PMI activator 0.9, RAM network inh 0.2, Diaphorase act 0.9, L major viab 90*, G6PDH counter 14 and Hsp70 act -0.2.
For Nc1nnc(SCC(=O)N2CCN(c3ccccc3)CC2)s1 the results were DTT redox prof 1.8, PMI act satM6P 1.1, TLR4-MyD88 BLA 11, Diaph inh CS 4, PMI activator 1, RAM network inh 1.2, Diaphorase act 1, L major viab -4, S1P3 antagonist 3, G6PDH counter -1 and Hsp70 act -0.5.
O=C(Nc1ccc(N2CCOCC2)cc1)c1cc(F)c(F)cc1Cl was read as DTT redox prof 0.2, PMI act satM6P 0.8, TLR4-MyD88 BLA -8, Diaph inh CS 13, PMI activator 0.9, RAM network inh 0.8, Diaphorase act 0.9, L major viab -1, S1P3 antagonist 2, G6PDH counter 9 and Hsp70 act -0.1.
COCCn1c(CN2CCN(c3cccc(Cl)c3)CC2)nc2c1c(=O)n(C)c(=O)n2C was read as DTT redox prof -1.0, PMI act satM6P 0.9, TLR4-MyD88 BLA 4, Diaph inh CS 23, PMI activator 0.9, RAM network inh 0.2, Diaphorase act 0.8, L major viab -4, S1P3 antagonist 2, G6PDH counter 1 and Hsp70 act -0.3.
For COC(=O)c1ccccc1NC(=O)CSCC(=O)Nc1ccccc1 the results were DTT redox prof -0.8, PMI act satM6P 0.8, TLR4-MyD88 BLA 2, Diaph inh CS 12, PMI activator 0.9, RAM network inh 1.4, Diaphorase act 0.9, L major viab -2, G6PDH counter 8 and Hsp70 act -0.1.

Assay outcomes deposited in PubChem BioAssay by several laboratories.
